HEK293 viab = reduces viability of HEK-293 SNCA reporter cells; HEK-293-SNCA-luc viability, GF-AFC fluorescence, 24 h; Potency, µM (titrated, usually from 57.1 µM), for inactives: top-dose activity change, negative = cytotoxicity, hits mostly cytotoxic; 150,000 tested, 0.12% active; AID 1671193;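 note: potency is the fitted concentration of half-maximal effect; 0% = DMSO-treated cells and -100% = medium-only wells without cells; nearly all actives have a fitted effect of over 30% in size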
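HEK-293-SNCA-luc cells (1500/well) plated 24 h, then exposed 24 h to a dilution series; GF-AFC added 30 min at 37C, fluorescence 405/540 nm; normalised to medium-only and DMSO wells, Hill fit.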
GPT2 inh = GPT2 alanine aminotransferase inhibition | Recombinant GPT2, coupled pyruvate oxidase/HRP Amplex Red fluorescence | Potency, µM (titrated, usually from 57.7 µM), inactives show at the highest dose activity change, negative = inhibition, most hits filed as inhibitors | Q8TD30 | AID 1671188 | 100,000 tested, 0.25% active; note: potency is the fitted concentration of half-maximal effect; nearly all actives have a fitted effect of over 60% in size; many of its hits are not listed in these tables
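GPT2 10ng/uL, a-KG 250uM, L-Ala 2mM, HEPES pH7.5 + 0.0001% Tween; 30 min RT. Then Amplex mix (PO/HRP/ThPP), 30 min RT dark, fluorescence. AOA 50uM used as positive control.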
SNCA expr inhib = inhibitors of alpha-synuclein (SNCA) gene expression; 140,000 tested, 0.17% active; HEK-293 SNCA-luciferase knock-in, luminescence, 24 h; AID 1671194; Potency, µM (titrated, usually from 57.2 µM), inactives show at the highest dose activity change, negative = inhibition, most hits filed as inhibitors;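 note: potency is the fitted concentration of half-maximal effect; plate controls were DMSO cells for no effect and cell-free wells for full effect; nearly all actives have a fitted effect of over 45% in size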
NIH3T3 tox = cytotoxic compounds in NIH 3T3 cells; Potency, µM (series often up to 96.7 µM), for the others: at the top dose activity change, negative = cytotoxicity, most hits filed as inhibitors; 94,000 tested, 4.3% active; NIH 3T3 viability, CellTiter-Glo ATP luminescence, 48-72 h; note: potency is the fitted concentration of half-maximal effect; nearly all actives have a fitted effect of over 55% in size
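ATP-dependent luminescence (CellTiter-Glo) served as the viability signal for NIH 3T3 cells treated with compound for 48 or 72 hr at 37 °C.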
IP6K1 inhibitor = inhibitors of human IP6K1; 140,000 tested, 0.81% active; IP6K1 kinase, ADP-Glo luminescence, 2 h; hits give low values; activity change, % (series mostly up to about 58 µM); Q92551; AID 1645851; in the data active = activity change below about -25%
Target sequence (Q92551 whole entry, looked up): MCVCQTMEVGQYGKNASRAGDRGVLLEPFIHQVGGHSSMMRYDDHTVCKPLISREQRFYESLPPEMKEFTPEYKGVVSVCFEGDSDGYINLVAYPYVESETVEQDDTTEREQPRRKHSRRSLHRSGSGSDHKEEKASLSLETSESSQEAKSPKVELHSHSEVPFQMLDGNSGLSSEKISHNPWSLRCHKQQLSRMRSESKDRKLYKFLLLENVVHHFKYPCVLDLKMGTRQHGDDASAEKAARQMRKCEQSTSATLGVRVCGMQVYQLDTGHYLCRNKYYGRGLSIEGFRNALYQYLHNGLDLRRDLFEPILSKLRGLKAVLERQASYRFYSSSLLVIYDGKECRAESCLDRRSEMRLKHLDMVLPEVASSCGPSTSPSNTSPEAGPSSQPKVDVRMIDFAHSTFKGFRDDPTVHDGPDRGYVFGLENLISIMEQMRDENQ
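ADP-Glo luminescence measures ADP made by human IP6K1 during a 2 h RT reaction with ATP/IP6 (mix at 1.3 mM/130 uM); top library doses 57.5 and 19.1 uM final.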
HEK293 tox = cytotoxic compounds in HEK 293 cells. AID 1345083. HEK 293 viability, ATP luminescence (CellTiter-Glo), 48-72 h. Potency, µM (doses to about 115 µM), without a hit: at the top dose activity change, negative = cytotoxicity, actives largely listed as inhibitors. 94,000 tested, 6.6% active; note: potency is the fitted concentration of half-maximal effect; nearly all actives have a fitted effect of over 60% in size
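HEK 293 cells seeded at 250 cells/well were exposed to compound for 48 or 72 hr at 37 degree Celsius. Viability taken as ATP content by CellTiter-Glo luminescence.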
Luciferase inh = Photinus pyralis luciferase inhibition | P08659 | 76,000 tested, 2.5% active | purified P. pyralis luciferase, luminescence, biochemical | Potency, µM (series often up to 115 µM), inactives show at the top dose activity change, negative = inhibition, usual class: inhibitors; note: potency is the fitted concentration of half-maximal effect; nearly all actives have a fitted effect of over 65% in size
Target sequence (P08659 whole entry, looked up): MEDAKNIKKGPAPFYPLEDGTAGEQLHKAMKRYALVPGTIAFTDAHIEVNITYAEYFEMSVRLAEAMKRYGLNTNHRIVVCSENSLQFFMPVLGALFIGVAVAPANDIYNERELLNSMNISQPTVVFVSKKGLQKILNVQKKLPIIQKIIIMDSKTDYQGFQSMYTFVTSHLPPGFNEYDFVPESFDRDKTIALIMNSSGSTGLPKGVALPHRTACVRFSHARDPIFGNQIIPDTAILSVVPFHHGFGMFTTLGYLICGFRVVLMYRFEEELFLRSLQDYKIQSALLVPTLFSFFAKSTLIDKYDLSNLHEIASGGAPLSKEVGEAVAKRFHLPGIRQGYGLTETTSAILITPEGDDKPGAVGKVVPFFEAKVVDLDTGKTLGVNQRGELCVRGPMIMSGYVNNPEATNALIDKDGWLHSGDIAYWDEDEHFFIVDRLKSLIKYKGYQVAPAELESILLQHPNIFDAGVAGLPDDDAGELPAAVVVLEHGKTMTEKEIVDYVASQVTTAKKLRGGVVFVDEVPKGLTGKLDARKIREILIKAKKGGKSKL
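Cell-free enzyme assay, 10nM P. pyralis luciferase, luciferin and ATP each at 10uM. Inhibition profiled over a 6-point titration, read as luminescence.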
An asterisk follows results filed as active; i = inactive; ? = inconclusive; . = not tested or not shown; [ ] = remark or other dose. Unless noted, calls come from the whole dose curve; as a rule, active = well fitted curve in the direction sought with a large enough effect; inconclusive = small, poorly fitted or top-dose-only effect, or another doubt; inactive = no such curve, though single readings can be large; an effect the other way counts as inactive or inconclusive. Unless noted, % is set by controls: 0 for no effect and ±100 for the full control effect. This is a subset, so the mix of outcomes need not match the whole.

entry	molecule	HEK293 viab	GPT2 inh	SNCA expr inhib	NIH3T3 tox
1	O=C(Nc1ccc(Br)cc1)c1cccc(S(=O)(=O)N2CCc3ccccc32)c1	-14.0%	.	?	.
2	CC1CCCCN1C(=O)C1COC2(CCN(C(=O)c3ccco3)CC2)N1C(=O)c1ccccc1 (stereo not drawn)	-8.6%	4.8%	2.3%	-7.9%
3	COC(=O)c1ccc2nc(CO[C@H]3CN(Cc4ccc(OC)nc4)C[C@H]3F)[nH]c2c1	5.1%[87.6 µM]	4.9%[88.5 µM]	-24.7%[87.6 µM]	-17.7%[138 µM]
4	CCN(CC)CCNC(=O)CCn1c(=O)c2cccn2c2cccnc21	-2.3%	.	-7.3%	.
5	CN1CCN(C[C@@H]2CN(C(=O)CCCc3ccccc3)C[C@@H]2CO)CC1	-5.3%	i	57.5%[activator]	-9.7%
6	COc1ccc(CN2C[C@@H]3C(=O)N(Cc4ccc5c(c4)OCO5)C(=O)[C@@H]3C2)c(OC)c1	-13.5%	4.2%	-21.5%	-21.9%
7	CN(C)C[C@@H]1CN(c2ncccn2)C[C@H]1NC(=O)Cc1ccccc1F	8.7%	1.0%	-19.3%	-5.4%
8	Cc1ccc2nc3n(c2c1)[C@@H](CNS(=O)(=O)c1ccccc1)COC3	-27.8%[87.6 µM]	-1.5%[88.5 µM]	0.7%[87.6 µM]	?
9	C#CCNC(=O)c1nc(C(C)(C)C)c2ccccn12	-0.7%[87.6 µM]	-1.7%[88.5 µM]	2.5%[87.6 µM]	?
10	CCOc1ccc(NC(=O)NCCc2noc(C)n2)cc1	1.8%	-3.2%	4.4%	i
11	O=C(CSCc1cnn(-c2ccccc2)c1-n1cccc1)NCc1ccccc1Br	-0.8%	.	-27.1%	.
12	CC(=O)c1ccc(NC(=O)CSc2nc(C3CCCC3)nc3c2c(=O)n(C)c(=O)n3C)cc1	-2.7%	.	17.2%	.
13	C=CCOc1cccc(-c2nc(C(=O)Nc3ccccc3)cs2)c1	-1.0%	?	15.8%	?
14	CCCCCOC(=O)CSc1ncnc2sc3c(c12)CCC(C)C3 (stereo not drawn)	3.3%	.	-8.6%	.
15	COc1ccc(-c2nc(-c3nnn4c3COC(c3ccc(C)cc3)C4)no2)cc1 (stereo not drawn)	-8.8%	i	-16.9%	i

entry	IP6K1 inhibitor	HEK293 tox	Luciferase inh
1	17.0	.	.
2	-2.8	-17.5%	5.4%
3	-13.2	-14.7%[172 µM]	-8.4%[172 µM]
4	5.3	.	.
5	0.0	-16.4%	4.8%
6	1.7	?	0.9%
7	7.0	3.8%	-1.5%
8	4.0	?	-1.5%[172 µM]
9	-8.2	?	.
10	18.0	-1.7%	-5.5%
11	-6.4	.	.
12	0.0	.	.
13	-6.5	?	?
14	37.8	.	.
15	7.1	11.3%	-4.0%

Reprinted from the part before: 5 entries; new compounds follow.
entry	molecule	HEK293 viab	GPT2 inh	SNCA expr inhib	NIH3T3 tox
11	O=C(CSCc1cnn(-c2ccccc2)c1-n1cccc1)NCc1ccccc1Br	-0.8%	.	-27.1%	.
12	CC(=O)c1ccc(NC(=O)CSc2nc(C3CCCC3)nc3c2c(=O)n(C)c(=O)n3C)cc1	-2.7%	.	17.2%	.
13	C=CCOc1cccc(-c2nc(C(=O)Nc3ccccc3)cs2)c1	-1.0%	?	15.8%	?
14	CCCCCOC(=O)CSc1ncnc2sc3c(c12)CCC(C)C3 (stereo not drawn)	3.3%	.	-8.6%	.
15	COc1ccc(-c2nc(-c3nnn4c3COC(c3ccc(C)cc3)C4)no2)cc1 (stereo not drawn)	-8.8%	i	-16.9%	i
16	CN(Cc1cc(C[C@@H]2C[C@H](NC(=O)COc3ccccc3)C2(C)C)no1)c1ccccc1	-27.4%[87.6 µM]	-9.1%[88.5 µM]	?	?
17	COc1ccc(-c2cc3c(=O)n(CCNC(=O)c4c(F)cccc4F)ccn3n2)cc1	-0.4%	i	4.8%	-26.3%
18	COC1C(=O)N(c2cccc(F)c2)C12CCN(C(=O)C(C)C)CC2 (stereo not drawn)	11.4%	-1.2%	1.4%	-6.1%
19	CCN1CCN(C(=O)c2ccc(-c3nnc4ccc(NC(=O)C5CC5)cn34)cc2)CC1	9.3%	?	4.5%	-1.6%
20	Cc1oc2c(c1C(=O)NCCN1CCCC1)CN(Cc1ccc(F)cc1)CC2	9.7%	i	5.3%	i
21	COc1ccc(NC(=O)[C@@H]2C[C@H](c3ccc(F)cc3)N(Cc3csc(C)n3)C2)cn1	?	1.7%[88.5 µM]	-0.8%[87.6 µM]	?
22	CCn1ccnc1CN(C)C(=O)c1ccc(OC2CCN(S(=O)(=O)N(C)C)CC2)cc1	3.8%	-5.8%	7.1%	-20.3%
23	N#Cc1cccc(C(=O)N2C[C@@H](CO)[C@H](c3ccccn3)C2)c1	4.8%	1.9%	16.3%	-0.6%
24	CCc1nc2onc(C)c2c(=O)n1CC(=O)O	-0.8%	.	-7.7%	.
25	CC1=C(C(=O)OC2CCCCC2)C(c2ccc([N+](=O)[O-])cc2)C2=C(CC(C)(C)CC2=O)N1 (stereo not drawn)	-4.2%	?	.	.
26	O=C1[C@H]2CN(Cc3cccc(OC(F)(F)F)c3)C[C@H]2C(=O)N1Cc1ccc2c(c1)OCO2	-4.9%	0.7%	0.9%	?
27	COc1ccc(C(=O)NCCC2CCN(C(=O)Nc3ccc(F)cc3)CC2)cc1OC	-8.6%	i	-7.9%	-26.1%
28	O=C1CCN(CC(O)Cc2ccccc2)c2ccccc2CCN1C/C=C/c1ccccc1 (stereo not drawn)	-2.1%[23.9 µM]	?	4.8%[25.6 µM]	?
29	CCc1cc(N2CCN(C(=O)[C@H]3CCC[C@@H](O)C3)CC2)ncn1	-3.8%	i	14.5%	-15.5%
30	COc1ccccc1NC(=O)NC[C@H]1O[C@H](Cc2cc(-c3cccc(O)c3)on2)CC[C@@H]1O	-0.8%	i	17.1%	1.4%

entry	IP6K1 inhibitor	HEK293 tox	Luciferase inh
11	-6.4	.	.
12	0.0	.	.
13	-6.5	?	?
14	37.8	.	.
15	7.1	11.3%	-4.0%
16	-14.1	?	-0.2%[172 µM]
17	3.4	-27.9%	3.98µM*
18	-5.0	?	-6.3%
19	-7.5	4.8%	-8.3%
20	-1.5	-8.6%	0.6%
21	13.9	?	0.8%[172 µM]
22	16.5	-18.2%	-5.3%
23	0.0	-2.7%	-9.7%
24	-5.0	.	.
25	-36.2*	.	.
26	-0.5	?	4.5%
27	1.7	1.4%	0.0%
28	4.8	22.4µM*	.
29	2.0	-9.4%	8.2%
30	-9.1	0.1%	14.5%

Further compounds.
entry	molecule	HEK293 viab	GPT2 inh	SNCA expr inhib	NIH3T3 tox
31	CCc1ccccc1S(=O)(=O)N1CCC(n2cnnc2CCOC)CC1	-4.4%	i	-24.3%	-2.1%
32	O=C(CN1CCCN(Cc2cccc(F)c2)S1(=O)=O)Nc1ccc2c(c1)OCCO2	-8.0%	.	0.5%	.
33	Cc1ccc(C(=O)N2CCCC2C(=O)N2CCC(c3ccccc3)CC2)cc1 (stereo not drawn)	-20.4%	-13.3%	0.6%	?
34	NC(=O)Cn1ccn2nc3c(c2c1=O)CCCC3	-6.4%	i	-25.2%	-20.7%
35	CC1(CO)CC[C@]2(C(=O)O[C@@H]3O[C@H](CO)[C@@H](O)[C@H](O)[C@H]3O)CC[C@]3(C)C(=CCC4[C@@]5(C)C[C@H](O)[C@H](O[C@@H]6OC[C@@H](O)[C@H](O)[C@H]6O)[C@@](C)(CO)C5CC[C@]43C)C2C1 (stereo partly drawn)	-12.0%[12.5 µM]	i	.	.
36	O=C(Cc1cccc(F)c1)N1CCC(c2nc(C3CCOCC3)no2)C1 (stereo not drawn)	5.2%	2.4%	-3.4%	3.4%
37	Cc1ccc(-c2ccc3nnc(CNC(=O)Cc4ccc(F)cc4)n3n2)cc1C	5.2%	i	-18.4%	-5.0%
38	C=CCNC(=O)N[C@H]1[C@H](O)[C@@H](NCCOC)[C@@H]2OC[C@H]1O2	0.7%[87.6 µM]	-0.9%[88.5 µM]	-22.2%[87.6 µM]	-7.2%[174 µM]
39	Cc1cc(C(F)(F)F)nn1CC(=O)N1CCCC1c1nc(CCOCC2CC2)no1 (stereo not drawn)	0.7%	i	-16.6%	-3.7%
40	Cc1ccc(N(Cc2cccs2)C(=O)c2ccccc2Cl)cc1	14.2%	.	-16.8%	.
41	COc1ccc(-c2ccc(C(=O)N3CCC(NC(=O)N(C)C)CC3)cc2)nn1	.	.	.	-11.2%[138 µM]
42	O=C(c1ccoc1)N1CCC(Nc2cccn3ncnc23)CC1	1.9%	-28.1%	-11.0%	-27.5%
43	Cc1cc(-n2nnnc2N2CCN(C(=O)Nc3ccc(C)c(F)c3)CC2)ccc1F	-17.0%	-6.2%	-28.5%	?
44	COc1ccccc1-n1c(=O)c(C(=O)N2CCN(C(=O)Cc3ccccn3)CC2)nc2cccnc21	10.1%	-3.0%	2.3%	-6.8%
45	CC(C)C(=O)OCc1cc(=O)n2nc(C3CC3)sc2n1	-0.6%	.	38.7%[activator]	.
46	Cc1ccc(Cc2nc3ccccc3nc2SCC(=O)N2CCC(C)CC2)cc1	-15.4%	.	-10.1%	.
47	COc1ccc(-c2ccc(CN)cc2)cc1	-10.0%[87.6 µM]	3.5%[88.5 µM]	18.7%[87.6 µM]	?

entry	IP6K1 inhibitor	HEK293 tox	Luciferase inh
31	-2.0	-8.9%	9.4%
32	6.5	.	.
33	-7.3	?	.
34	-10.1	-0.8%	4.7%
35	34.1	.	.
36	0.0	6.4%	-5.3%
37	-12.1	-48.1%	0.2%
38	2.3	-3.7%[172 µM]	-0.4%[172 µM]
39	22.6	-29.8%	8.2%
40	2.3	.	.
41	17.9	-15.9%[172 µM]	.
42	13.2	-4.9%	-3.5%
43	-3.4	?	.
44	7.9	1.9%	.
45	17.7	.	.
46	-2.7	.	.
47	-11.0	?	.

Source: PubChem (National Center for Advancing Translational Sciences (NCATS))
